Compound activity: PubChem, National Center for Advancing Translational Sciences (NCATS)
D3 ag – activates the human D3 dopamine receptor. max activation, %. P35462. actives 0.58% (n = 410,000). AID 652048. D3R DiscoveRx beta-arrestin cells, luminescence, 90 min; in the data active = max activation above about 30%; note: 0% is about no effect; mostly tested at two doses, the higher about 12 µM
Target sequence (P35462 whole entry, looked up): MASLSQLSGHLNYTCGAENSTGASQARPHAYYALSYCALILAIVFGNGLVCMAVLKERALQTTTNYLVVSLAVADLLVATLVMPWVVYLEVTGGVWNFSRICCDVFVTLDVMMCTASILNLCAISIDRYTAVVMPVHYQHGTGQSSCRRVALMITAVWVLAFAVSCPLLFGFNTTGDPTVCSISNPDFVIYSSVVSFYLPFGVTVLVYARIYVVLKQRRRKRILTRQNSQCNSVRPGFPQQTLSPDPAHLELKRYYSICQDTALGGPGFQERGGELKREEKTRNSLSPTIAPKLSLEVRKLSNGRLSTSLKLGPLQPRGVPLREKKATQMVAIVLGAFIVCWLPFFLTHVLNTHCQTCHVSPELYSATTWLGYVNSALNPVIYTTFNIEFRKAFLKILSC
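Agonist mode: compounds and dopamine controls were applied to plated cells for 90 min at 37 degrees C after an overnight attachment at 1500 cells/well. Luminescent read-out followed 30 - 60 minutes at room temperature with DiscoveRx detection reagent.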
PI5P4K alpha inh – inhibitors of human PI5P4K alpha. actives 1.2% (n = 330,000). P48426. PI5P4Kalpha enzyme, ADP-Glo luminescence, 60 min; hits give low values. max response, %. AID 652105; active = max response of -50% or lower; inconclusive = between -30% and -50%; inactive = -30% or higher; note: value at the top dose of about 77 µM; % is set by controls: 0 for no effect and ±100 for the full control effect
Target sequence (P48426 whole entry, looked up): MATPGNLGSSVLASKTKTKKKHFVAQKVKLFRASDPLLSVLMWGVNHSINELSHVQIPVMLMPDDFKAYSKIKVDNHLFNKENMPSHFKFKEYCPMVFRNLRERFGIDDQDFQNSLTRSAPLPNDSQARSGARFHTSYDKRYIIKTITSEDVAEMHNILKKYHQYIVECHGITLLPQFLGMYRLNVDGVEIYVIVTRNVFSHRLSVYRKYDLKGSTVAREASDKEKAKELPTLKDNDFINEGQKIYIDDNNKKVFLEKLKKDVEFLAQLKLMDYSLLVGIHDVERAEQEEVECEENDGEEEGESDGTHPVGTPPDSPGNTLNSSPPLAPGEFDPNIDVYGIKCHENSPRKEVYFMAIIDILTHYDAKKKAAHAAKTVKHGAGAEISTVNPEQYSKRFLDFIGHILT
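Luminescence from ADP-Glo served as readout of PI5P4Kalpha activity in a qHTS format. Reaction: enzyme, substrate, compound, ATP at 5 microM final, 60 min at RT.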
IL2 activator – IL-2 activation; IL-2 activation reporter assay, cell-based qHTS; stimulated with anti-CD3/CD4/CD28 beads; in transgenic mouse T cells; actives 0.065% (n = 360,000); activation, % (series mostly up to about 46 µM); AID 652025; in the data active = activation above about 50%; inconclusive = mostly about 30% to 49%; note: 0% is about no effect
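EGFP and DsRed fluorescence is measured by plate cytometry in unstimulated transgenic mouse T cells exposed to compound for 60 minutes, then stimulated 18 hours at 37 degrees C with anti-CD3/anti-CD4 beads plus anti-CD28.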
GLP1R ag – agonists of human GLP-1 receptor. P43220. HEK293 GLP-1R CRE-luciferase, luminescence, 4-6 h; cells express a hypersensitive GLP-1R form. Potency, µM (highest dose often 45.6 µM), inactives show top-dose activation, most hits filed as activators. actives 0.007% (n = 380,000). AID 624172; note: potency is the fitted concentration of half-maximal effect; % of control where 0% means no effect
WRN inhibitor – inhibitors of human WRN helicase. WRN helicase unwinding, fluorescent forked duplex, kinetic. Potency, µM (top dose mostly 114 µM), inactives show at the highest dose activity change, negative = inhibition, usual class: inhibitors. Q14191. AID 651768. actives 0.46% (n = 360,000); note: potency is the fitted concentration of half-maximal effect; % is set by controls: 0 for no effect and ±100 for the full control effect; nearly all actives have a fitted effect of over 55% in size
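Kinetic fluorescence helicase assay: unwinding of a quenched forked DNA duplex (100 nM final) with 2 mM ATP final raises red fluorescence (525/598 nm). Compounds sat 15 min at room temperature with 20 nM WRN beforehand.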
GLP-1R inv ag – acts as inverse agonist at human GLP-1 receptor. HEK293 GLP-1R CRE-luciferase, luminescence, 24 h; GLP-1R form is constitutively active. Potency, µM (series often up to 38.3 µM), inactives show top-dose activity change, negative = inhibition, usual class: inhibitors. actives 1.6% (n = 410,000); note: potency is the fitted concentration of half-maximal effect; % is set by controls: 0 for no effect and ±100 for the full control effect; nearly all actives have a fitted effect of over 55% in size
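Cells are plated, allowed 12 hours at 37 deg C, then treated with compounds for 24 hr before luciferase detection reagent is added and luminescence is read after 12 min at room temperature. The HEK293 line carries constitutively active GLP-1R with a cAMP-responsive reporter.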
GLP1R cytotox – cytotoxicity in counter-screen for GLP-1R inverse agonists; Potency, µM (top dose mostly 38.3 µM), for inactives: at the highest dose activity change, negative = inhibition, usual class: inhibitors; HEK293 cAMP-luciferase reporter cells, luminescence, 24 h; actives 0.13% (n = 410,000);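 note: loss of luciferase light is scored as toxicity; potency is the fitted concentration of half-maximal effect; % is set by controls: 0 for no effect and ±100 for the full control effect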
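To flag toxic compounds, the library was rerun on cells for 24 hr at 37 deg C and 5% CO2. Viability-linked luminescence was captured 12 min after adding luciferase detection reagent.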
D3 antag – blocks the human D3 dopamine receptor | P35462 | D3R cells, DiscoveRx beta-arrestin luminescence, antagonist mode; hits give low values | max response, negative = inhibition, % | actives 2.5% (n = 360,000) | AID 652054; in the data active = max response below about -50%; inconclusive = no clear call, values can overlap the other calls; note: % is set by controls: 0 for no effect and ±100 for the full control effect; mostly tested at two doses, the higher about 12 µM
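Cells expressing the human receptor were seeded at 1500 cells/well, incubated overnight at 37 degrees C in 5% CO2, then exposed to library compounds with dopamine controls for 90 minutes at 37 degrees C before luminescent detection.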
PLK1 PBD block – PLK1 (human) polo-box domain binding inhibition. AID 720504. Potency, µM, without a hit: max response, negative = inhibition, hits mostly inhibitors. P53350. Plk1 PBD binding of FITC phosphopeptide, fluorescence polarization. actives 2.8% (n = 360,000); note: potency is the fitted concentration of half-maximal effect; series mostly up to about 57 µM; % is set by controls: 0 for no effect and ±100 for the full control effect; nearly all actives have a fitted effect of over 65% in size
* = called active by the depositor; u = inconclusive; x = not tested or not shown; [ ] = another dose, or the depositor's remark. Unless noted, calls come from the whole dose curve; as a rule, active = well fitted curve in the direction sought with a large enough effect; inconclusive = small, poorly fitted or top-dose-only effect, or another doubt; inactive = no such curve, though single readings can be large; an effect the other way counts as inactive or inconclusive.

Under each structure: D3 ag | PI5P4K alpha inh | IL2 activator | GLP1R ag | WRN inhibitor | GLP-1R inv ag | GLP1R cytotox | D3 antag | PLK1 PBD block
[1] c1ccc(Cn2c(CN3CCCC3)nc3ccccc32)cc1
    5 | -5 | 0.0 | 0% | -3% | u | -10% | 0 | -2%
[2] C=Cn1cc[n+](CC(=O)c2cc(C(C)(C)C)c(O)c(C(C)(C)C)c2)c1
    -13 | 2 | -0.3 | 2% | -11% | -14% | 0% | -13 | -3%
[3] COc1ccc(CC(=O)Nc2ccc3c(c2)C(=O)N(CCC(=O)O)C3=O)cc1
    -2 | 3 | -1.2 | 0% | 1% | 5% | 3% | -17 | -8%
[4] CCOC(=O)c1ccccc1NC(=S)N1CCCCC1
    9 | -4 | 2.3 | 6% | 6% | -18% | -8% | 16 | -13%
[5] CCC1(C)C2(C#N)C(N)=NC(OC)(OC)C12C#N (centres undefined)
    2 | 4 | -1.5 | -4% | -2% | 0% | 3% | -7 | 6%
[6] COc1ccc(Cl)cc1NC(=O)CN(C)C(=O)c1cc2c(s1)CCC(C)C2 (centres undefined)
    -1 | 10 | 2.5 | -4% | -12% | u | -18% | 11 | 53%[activator]
[7] Cc1ccn(CCNC(=O)C2CCC(=O)N(Cc3ccc(Cl)cc3)C2)n1 (centres undefined)
    5 | 4 | -1.6 | 1% | -3% | 9% | 3% | -21 | 0%
[8] CC1CC(C)CN(C(=O)CNS(=O)(=O)c2cccs2)C1 (centres undefined)
    -7 | 3 | 1.2 | 14% | 14% | 2% | 1% | -22 | -17%
[9] CCCCCCC(O)(c1ccccc1)C(CN1CCOCC1)c1ccccc1 (centres undefined)
    1 | 17 | -5.4 | -1% | -5% | 3.5µM* | u | 34 | 4%
[10] CC(C)(C)OC(=O)N1CCC[C@H]1c1nnc(SCC(=O)Nc2ccc(Br)cc2)o1
    -17 | 1 | 1.1 | 6% | -15% | 24% | 3% | u | 2%
[11] CC(=O)NC(Cc1ccc(C(C)C)cc1)C(=O)NC1CCN(C(=O)c2cccc(C)c2)CC1 (centres undefined)
    20 | 7 | -3.0 | 8% | -6% | -4% | -13% | -16 | -6%
[12] Cn1ccc(C(=O)NC(=S)N2CCSCC2)n1
    -3 | -1 | -0.2 | 3% | 1% | 10% | -12% | -5 | -20%
[13] CCOc1ccc(-c2ccc(SCC(=O)NC3CCCCC3)nn2)cc1
    -5 | -3 | 1.7 | 2% | -21% | 6% | 1% | 0 | -6%
[14] Cc1nn(-c2ccccc2)c(Cl)c1/C=N/Nc1nc2ccccc2[nH]1
    -4 | -10 | -0.6 | 1% | -3% | 6% | -11% | -4 | -8%
[15] COc1ccccc1NC(=O)c1c(C)nc2ccccc2c1C(=O)O
    -1 | 3 | -1.7 | 0% | -23% | 7% | 1% | 0 | -8%
[16] Oc1ccc(C2=NN(c3ccccc3)C(c3ccc(F)cc3)C2)cc1 (centres undefined)
    -1 | 14 | 0.2 | 17% | 0% | u | 69%[activator] | -8 | 1%
[17] COc1ccccc1NC(=O)Nn1cnnc1
    -6 | -3 | -0.3 | 0% | 0% | 7% | 26% | 0 | -3%
[18] CCCCCNC(=O)C(CCc1ccccc1)n1c(=O)c(-c2cc3ccccc3[nH]2)nc2ccccc21 (centres undefined)
    0 | 7 | -0.2 | x | -9% | 3.5µM* | 388%[activator] | 17 | 3%
[19] CCc1cccc(NS(=O)(=O)c2csc(C(N)=O)c2)c1
    33* | -8 | -3.0 | 1% | 6% | 14% | 22% | 20 | 1%
[20] O=c1c2ccccc2c(C=NCCCN2CCOCC2)c(O)n1Cc1ccc2c(c1)OCO2
    -9 | 20 | -3.2 | 20% | -35% | -23% | -2% | -7 | -5%
[21] CCNC(=S)N(Cc1ccc2c(c1)OCO2)C1CC(=O)N(c2ccc(F)cc2)C1=O (centres undefined)
    4 | 1 | -4.3 | -16% | -13% | u | -9% | 0 | -7%
[22] CC(NC(=O)CCSc1nc(-c2ccc3c(c2)OCO3)cc(C(F)(F)F)n1)c1ccccc1 (centres undefined)
    -6 | -2 | -2.7 | -7% | -3% | u | -10% | -19 | -9%
[23] CCc1ccc(Nc2nnc(SCC(=O)Nc3ccc(C(=O)O)cc3)s2)cc1
    0 | u | 2.2 | -2% | -3% | -7% | -3% | 2 | -8%
[24] CC[n+]1ccc2cc(OC)c(OC)cc2c1Cc1ccc(OC)c(OC)c1
    6 | u | 1.3 | 5% | -3% | 43%[activator] | 8% | -6 | u
[25] CC(=O)N1CCN(C(=O)COc2ccc(N(C)S(=O)(=O)c3cccs3)cc2)CC1
    1 | -14 | 0.8 | -5% | -1% | 9% | 6% | -4 | u
[26] Cc1cc(C)c2c(-n3cccc3)c(C(=O)NNS(=O)(=O)c3ccc(Cl)cc3)sc2n1
    0 | -5 | -0.6 | 6% | -19% | 2% | 0% | -56* | -21%
[27] CCn1c(=O)c(C(=O)CN2CCc3ccccc32)c(N)n(Cc2ccccc2)c1=O
    1 | 1 | -1.6 | 0% | -9% | u | 3% | 1 | -9%
[28] Cc1oc(-c2ccccc2Cl)nc1CS(=O)CC(=O)NC1CC1 (centres undefined)
    -7 | 0 | -0.5 | -5% | 9% | 17% | -9% | -2 | 0%
[29] CCCC(=O)NCc1ccc2c(c1)cc(C)n2C
    3 | x | -0.3 | -1% | 1% | -7% | 4% | 21 | -3%
[30] CN(Cc1ncc[nH]1)C(=O)CC1C(=O)NCCN1Cc1c(F)cccc1Cl (centres undefined)
    -3 | 1 | -0.3 | 4% | -25% | 16% | 17% | -10 | -13%

Complete entries from above. Screens in order: D3 ag, PI5P4K alpha inh, IL2 activator, GLP1R ag, WRN inhibitor, GLP-1R inv ag, GLP1R cytotox, D3 antag, PLK1 PBD block
CCCC(=O)NCc1ccc2c(c1)cc(C)n2C in the list: 3, x, -0.3, -1%, 1%, -7%, 4%, 21, -3%
Cc1cc(C)c2c(-n3cccc3)c(C(=O)NNS(=O)(=O)c3ccc(Cl)cc3)sc2n1 in the list: 0, -5, -0.6, 6%, -19%, 2%, 0%, -56*, -21%

(further entries)
Under each structure: D3 ag | PI5P4K alpha inh | IL2 activator | GLP1R ag | WRN inhibitor | GLP-1R inv ag | GLP1R cytotox | D3 antag | PLK1 PBD block
[31] COc1cccc(OC)c1C(=O)Nc1nc2ccc(S(C)(=O)=O)cc2s1
    -2 | -4 | -1.1 | 3% | -4% | 0% | -12% | -13 | -10%
[32] Cc1ccc(N2CC(NC(=O)C3CC3)CC2=O)cc1 (centres undefined)
    1 | -2 | 0.6 | 4% | -1% | 0% | -11% | 6 | 3%
[33] FC(F)(F)c1ccc(Cl)c(NC(=S)N/N=C/c2ccccc2Cl)c1
    -1 | 4 | 0.1 | -8% | -3% | -17% | 1% | -66* | -4%
[34] COc1ccc(C2=NS(=O)(=O)N(C)C(C(=O)NCc3ccccn3)=C2)cc1
    -4 | -4 | -1.9 | -3% | 6% | 4% | -4% | -17 | 3%
[35] CC(CN1C(C)CCCC1C)OC(=O)c1cccc(Br)c1 (centres undefined)
    -2 | 0 | 0.3 | 5% | -3% | -23% | -15% | 36 | -6%
[36] Cc1ccc(C)c(N(CC(=O)NC2CCCC2)C(=O)CCCC(=O)Nc2ccccn2)c1
    3 | -1 | 0.1 | 11% | 3% | -4% | -7% | 14 | -3%
[37] CS(=O)(=O)N(CC(=O)NCc1ccncc1)c1ccc(F)c(Cl)c1
    3 | -2 | -2.4 | -10% | 5% | -17% | -1% | -11 | -13%
[38] O=C(NC(=O)N1CCN(c2ccc(F)cc2)CC1)c1ccccc1
    -28 | x | -3.0 | -14% | 4% | -10% | 21% | u | -9%
[39] COc1ccc(C(CNS(=O)(=O)c2cccc(F)c2)N2CCCC2)cc1 (centres undefined)
    -10 | 6 | 1.5 | 0% | -8% | u | -5% | -28 | -5%
[40] CCOC(=O)C1CCCN(S(=O)(=O)Cc2ccccc2Cl)C1 (centres undefined)
    -2 | -6 | 1.2 | 8% | 9% | -11% | 13% | -24 | -11%
[41] Cc1c(NC(=S)NC(NC(=O)CC(C)C)C(Cl)(Cl)Cl)c(=O)n(-c2ccccc2)n1C (centres undefined)
    -4 | -3 | -0.3 | -17% | 5% | 4% | -15% | 6 | 1%
[42] COc1ccc(CC(=O)N2CCC(n3nccc3NC(=O)C3CCOC3)CC2)cc1 (centres undefined)
    -10 | -2 | -0.6 | -2% | -6% | -17% | 0% | 6 | -4%
[43] Cn1c(SCC(=O)NCCNC(=O)CSc2nnc(C(F)(F)F)n2C)nnc1C(F)(F)F
    3 | 0 | -0.4 | -18% | 11% | 15% | -4% | -2 | -2%
[44] COc1ccc(-n2c(=S)[nH]c3c(oc4ccccc43)c2=O)cc1
    6 | 0 | 0.2 | 1% | -12% | 20% | 0% | -7 | -16%
[45] N/C(=N\OC(=O)c1cccc2ccccc12)c1ccccn1
    10 | 4 | 2.3 | 10% | 0% | u | 4µM* | -8 | -1%
[46] Cc1nc(-c2ccc(NC(=O)c3ccc(Br)o3)cc2)cs1
    4 | -9 | 1.1 | 7% | -16% | 12% | 9% | 5 | -7%
[47] COc1ccc(CCNC(=O)C2CC(=O)N(c3ccc(Br)cc3)C2)cc1OC (centres undefined)
    -1 | -7 | -0.4 | 3% | 1% | 14% | 9% | -3 | -28%
[48] c1csc(-c2nc(N3CCCCC3)no2)c1
    6 | 0 | 0.4 | 14% | 11% | u | -3% | 2 | -4%
[49] CC(O)(c1cccnc1)c1nc(-c2ccc(F)c(Cl)c2)cs1 (centres undefined)
    10 | 14 | -0.3 | 16% | -6% | -18% | 1% | 26 | -2%
[50] C[C@H](CO)N1C[C@H](C)[C@@H](CN(C)C(=O)Nc2ccc3c(c2)OCO3)Oc2ccc(NC(=O)Cc3ccccc3)cc2C1=O
    7 | -3 | 0.1 | 1% | 2% | 3% | -21% | 66 | -2%
[51] Cc1ccc(Cl)cc1N1CCN(C(=O)C(=O)N2CCCCC2)CC1
    -1 | -5 | -0.2 | 8% | -32% | -4% | 11% | -11 | -11%
[52] Cc1ccc(S(=O)(=O)Nc2cc(C)nn2-c2ccccc2)cc1
    -5 | -3 | 2.4 | -4% | -8% | 2% | 8% | 8 | -14%
